LGR2 antag: blocks bursicon-induced cAMP signaling via Drosophila LGR2; HEK293 LGR2, CRE-luciferase, bursicon-stimulated, 4 h; inhibition, % at 9.99 µM; 380,000 compounds, 0.35% hits; AID 720647;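 active = drop in luminescence signal, shown as inhibition above about 50% in the replicate tests, limit read from the data, passing the limit was not always enough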;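 note: agonist challenge used bursicon conditioned medium at about half maximal strength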
Casp6 inh: caspase-6 (human) enzyme inhibition; 350,000 compounds, 0.53% hits; P55212; purified caspase-6, Z-VEID-R110 cleavage fluorescence; inhibition, % at 12.5 µM;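 active = mean inhibition across replicates at least about 35%, with every replicate also reaching that limit, limit read from the data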;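 note: 0% = median of neutral control wells and 100% = no fluorescence left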
Target sequence (P55212 24-179 limits assumed): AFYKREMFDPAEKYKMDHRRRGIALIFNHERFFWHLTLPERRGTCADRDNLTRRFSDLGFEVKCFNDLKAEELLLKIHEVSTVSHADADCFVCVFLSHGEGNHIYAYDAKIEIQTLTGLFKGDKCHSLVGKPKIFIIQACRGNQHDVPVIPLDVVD
Target sequence (P55212 194-293 limits assumed): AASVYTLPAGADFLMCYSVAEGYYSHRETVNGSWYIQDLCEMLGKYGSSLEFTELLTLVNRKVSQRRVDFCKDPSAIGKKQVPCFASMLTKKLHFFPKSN
FN deposit inh: fibronectin deposition inhibition; AH1F fibroblasts, Alexa488-fibronectin deposition fluorescence, overnight; inhibition, % at 12.6 µM; 350,000 compounds, 0.086% hits; AID 743247;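 active = mean inhibition across replicates of 30% or more, regardless of how many single replicates reach that level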;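 note: positive control wells lacked labelled fibronectin entirely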
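Material: AH1F fibroblast monolayer depositing Alexa488-labelled fibronectin into matrix | Input: 10000 AH1F cells/well | Medium: DMEM plus 2% serum, read in PBS | Reagent: Alexa488-fibronectin, 24 nM final in well | Compound dosing: One dose per compound, pinned | Schedule: 1 h adhesion, overnight exposure | Measured by: Fluorescence at 485 nm excitation, 525 nm emission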
Cneo AK release: causes C. neoformans cell lysis; adenylate kinase release luminescence, 4 h; normalised: neutral wells 0, clomiphene wells 100; lysis activity, % at 15 µM; 360,000 compounds, 0.2% hits; AID 651654;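 active = mean lysis activity across replicates of at least 80%, whatever share of replicates individually reach that level; inactive = mean lysis activity below 80%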
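Test system: log-phase Cryptococcus neoformans yeast cells. Input: 5 × 10^6 yeast cells/mL. Medium: fresh YPD growth medium. Doses: single dose. Incubation: static 4 h at 37 °C with compound, 1 h detection. Measured by: luminescent adenylate kinase detection reagent. Read-out: signal increase indicating cell lysis. Benchmarks: Clomiphene.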
PAX8 reporter: PAX8 transcriptional activity inhibition; RMG-I TPO-luciferase reporter, SteadyGlo, 24 h; inhibition, % at 12.6 µM; 360,000 compounds, 1.2% hits; AID 652154;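 active = mean replicate inhibition at least 60% with every replicate also reaching 60%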;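 note: luciferase light reporting Pax8 driven TPO promoter activity; plate controls were median of neutral control wells for no effect and mitoxantrone controls for full effect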
EWS-Fli inh: EWS/Fli transcriptional activity inhibition | inhibition, % at 12.6 µM | 350,000 compounds, 0.67% hits | A673 NR0B1-luciferase reporter, viability-normalised;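 active = mean inhibition of at least 50% after viability correction, with every replicate also passing that limit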;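 note: firefly luciferase signal divided by Alamar Blue viability fluorescence both relative to DMSO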
miR-122 sensor: miR-122 inhibition in Huh7 cells; 340,000 compounds, 0.3% hits; Huh7 miR-122 Renilla luciferase sensor, 48 h; neutral wells = 0, positive control = 100; activation (reporter increase), % at 12.5 µM;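 active = mean replicate activation score at least 90 and every replicate individually at or above 90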;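 note: higher luciferase means less miR-122 activity so hits act as miR-122 inhibitors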
PGC1a acetyl inh: lowers PGC1a acetylation signal in U2OS cells; AlphaScreen anti-acetyl-lysine; with virally co-expressed GCN5 acetyltransferase; inhibition, % at 15.6 µM; 350,000 compounds, 0.17% hits;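 active = every replicate shows inhibition of at least 40%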;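 note: 0% = neutral control wells and 100% = positive control wells; some results beyond the cut were filed as inactive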
Starred values were filed as active, the others as inactive; . = not tested or not shown; [ ] = dose if it differs, or a comment.

SMILES	LGR2 antag	Casp6 inh	FN deposit inh	Cneo AK release	PAX8 reporter	EWS-Fli inh	miR-122 sensor	PGC1a acetyl inh
O=c1[nH]c2ccc(N=Cc3c(O)ccc4cc(Br)ccc34)cc2[nH]1	5.8	4.2	7.7	.	12.7	2.5	.	.
CCOC(=O)C1(C)CCN1C(=O)c1cccc(C(F)(F)F)c1 (configuration not stated)	-3.0	-2.8	-3.9	0.2	0.4	-0.8	-6.1	6.4
C=CCNC(=O)NC(=O)COC(=O)c1nc2nccc(C)n2n1	-5.6	3.4	8.2	1.7	-3.2	-9.8	-14.8	.
Cc1ccc(S(=O)(=O)NC(C(=O)Oc2ccc3c(C(F)(F)F)cc(=O)oc3c2)c2ccccc2)cc1 (configuration not stated)	8.6	2.8	2.4	-2.3	-26.0	-3.8	.	.
CC1=C(/C=C/C(=O)O)C(C)(C)CCC1	.	.	1.3	5.1	-3.1	.	-3.8	1.2
C[C@@H]1CN([C@H](C)CO)C(=O)c2cc(NC(=O)Cc3ccccc3)ccc2O[C@@H](C)CCCCO[C@@H]1CN(C)S(=O)(=O)c1cccs1	1.8	.	.	1.6	-25.0	-1.6	61.7[16.7 µM]	-7.8
Cc1noc(C)c1NC(=O)Nc1ccc2c(c1)C(=O)N([C@@H](C)CO)C[C@@H](C)[C@H](CN(C)Cc1ccccc1)O2	8.8	0.9	.	50.1	4.7	3.2	-1.8[16.7 µM]	.
CCOC(=O)c1sc(NC(=O)CSc2nc(C)cc(C)n2)c(C#N)c1C	.	.	-5.7	-1.3	.	.	6.9	8.6
O=C(N[C@H]1CC[C@@H](CC(=O)N2CCC(Cc3ccccc3)CC2)O[C@H]1CO)c1cnccn1	-12.7	-0.4	-13.1	-2.9	22.4	-1.9	.	-12.4
Cc1cccc(-c2ccc([C@H]3[C@H]4CN(S(=O)(=O)c5cccc(C)c5)CCCCN4[C@H]3CO)cc2)c1	13.2	-0.2	.	0.6	103.0*	16.4	1.3[16.7 µM]	3.2
C[C@@H]1CN([C@H](C)CO)C(=O)c2cccc(NS(C)(=O)=O)c2O[C@@H]1CN(C)C(=O)Nc1ccccc1	-4.7	4.0	-2.8	-0.9	-5.4	-1.1	28.8[16.7 µM]	-10.5
CC1CCc2sc(C(=O)N/N=C/C3CCCCC3)cc2C1 (configuration not stated)	-35.9	-1.4	6.1	.	-8.9	-6.4	.	.
Cc1ccccc1CCN(C(=O)c1csnn1)C(C(=O)NC1CCCC1)c1ccncc1 (configuration not stated)	10.1	7.6	2.9	-2.6	4.6	2.3	0.1	.
Cc1ccc2oc(=O)c3cnn(CC(=O)N4CCc5ccccc5C4)c3c2c1	-1.1	1.8	-0.6	1.5	0.2	5.8	-3.5	2.0
CCN(CC)CCNc1nc2nonc2nc1NCCN(CC)CC	6.4	-31.5	-5.8	-3.0	2.4	-4.5	-5.2	8.8
O=C(C[C@@H]1C[C@@H]2c3cc(NC(=O)C4CCOCC4)ccc3O[C@@H]2[C@@H](CO)O1)NCc1ccccc1F	-12.1	-0.3	-3.5	5.6	-2.5	2.8	1.7[16.7 µM]	-7.9
COc1cccc(N(C(=O)c2snc(C(N)=O)c2N)C(C(=O)NCC2CCCO2)c2cccs2)c1 (configuration not stated)	0.5	4.1	-5.7	8.7	3.5	-3.4	14.1	2.6
Cn1ncc(Br)c1C(=O)O	.	-2.2	-1.7	.	-0.5	-0.4	.	.
C/C=C/c1ccc2c(c1)O[C@@H](CN(C)Cc1ccccc1F)[C@H](C)CN([C@@H](C)CO)S2(=O)=O	16.7	-0.8	.	-3.6	.	35.0	-6.3[16.7 µM]	7.5
CCCC(=O)Nc1ccc2c(c1)C(=O)N(C)C[C@H](OC)[C@H](C)CN(C(=O)c1ccccn1)[C@@H](C)CO2	-7.2	.	0.2	-2.7	-17.3	-2.4	.	6.8
O=c1[nH]c2cccc(Cl)c2c2ccccc12	5.2	-1.6	5.0	0.4	4.8	-53.5	2.2	8.9
C[C@@H]1CN([C@H](C)CO)C(=O)c2cc(NS(=O)(=O)c3cccs3)ccc2O[C@@H]1CN(C)C(=O)Nc1cccc2ccccc12	-18.5	1.7	-4.6	-1.7	.	6.2	-4.1[16.7 µM]	12.3
COC(OC)c1ccc(C#N)c(SCc2ccccc2)n1	2.1	-3.9	-3.8	-1.9	-10.1	-0.7	-0.6	-0.6
COc1cccc(-c2cc3nc4c(c(N5CCC6(CC5)OCCO6)n3n2)CCC4)c1	1.7	-0.3	6.0	.	-16.8	2.6	.	.
Cn1nccc1NC(=O)NC(=O)c1c(Cl)cccc1Cl	-4.1	-0.9	12.7	.	-3.7	-6.5	.	-0.8
NC(=O)COC(=O)C12CC3CC(CC(O)(C3)C1)C2	28.4	-3.0	-9.8	.	-6.0	-1.2	.	9.5
C[C@@H]1CN([C@@H](C)CO)C(=O)Cc2cc(NC(=O)Cc3cn(C)c4ccccc34)ccc2O[C@H]1CN(C)C(=O)Nc1ccccc1	-4.1	1.4	.	-4.7	13.7	-5.7	-8.3[16.7 µM]	7.2
O=C(CC1NCCc2ccccc21)Nc1cccc(Cl)c1 (configuration not stated)	-113.8	-2.6	-5.4	.	0.8	-87.0	3.9	36.6
C[C@@H]1CN([C@@H](C)CO)C(=O)c2cc(NS(=O)(=O)c3cccs3)ccc2O[C@@H]1CN(C)S(=O)(=O)c1ccccc1	-8.1	2.2	.	1.6	6.6	-8.3	8.5[16.7 µM]	-1.1
CNC[C@H]1OCCCC[C@H](C)Oc2ccc(NS(=O)(=O)c3ccc(Cl)cc3)cc2C(=O)N([C@@H](C)CO)C[C@H]1C	-2.9	1.3	.	1.2	-15.1	-1.9	-8.7[16.7 µM]	2.4
CC(=O)NC(Cc1cccc(F)c1)C(=O)NC1CCN(C(=O)c2cccc(C)c2)CC1 (configuration not stated)	2.9	-3.5	0.8	.	14.5	0.6	.	-0.4
C[C@@H]1CN([C@H](C)CO)C(=O)c2cc(-c3cccc(F)c3)cnc2O[C@H]1CN(C)C(=O)Nc1ccccc1F	4.9	0.3	.	3.5	11.1	-16.7	2.8[16.7 µM]	1.3
O=C(C[C@@H]1CC[C@H]2[C@@H](COC[C@H](O)CN2Cc2ccccc2)O1)N[C@@H]1CCN(Cc2ccccc2)C1	12.8	-0.7	-7.6	-8.2	15.5	4.3	-9.8[16.7 µM]	2.1
CCCNC(=O)C1(C)CCN(Cc2ccc(Cl)c(Cl)c2)C1 (configuration not stated)	-4.5	-1.2	-5.5	-0.3	-7.2	1.9	6.3	-12.2
O=C(C1CCCC1)N1CCCCN2[C@@H](CO)[C@@H](c3ccc(C#CC4(O)CCCC4)cc3)[C@@H]2C1	.	0.9	.	-3.6	-7.2	4.4	-28.0[16.7 µM]	2.4
CCNC(=O)C(=O)Nc1ccc(OC)c(Cl)c1	-13.8	27.6	-12.4	.	0.5	-17.6	9.1	.

Fetched one by one from the list above:
SMILES	LGR2 antag	Casp6 inh	FN deposit inh	Cneo AK release	PAX8 reporter	EWS-Fli inh	miR-122 sensor	PGC1a acetyl inh
CNC[C@H]1OCCCC[C@H](C)Oc2ccc(NS(=O)(=O)c3ccc(Cl)cc3)cc2C(=O)N([C@@H](C)CO)C[C@H]1C	-2.9	1.3	.	1.2	-15.1	-1.9	-8.7[16.7 µM]	2.4
O=C(C1CCCC1)N1CCCCN2[C@@H](CO)[C@@H](c3ccc(C#CC4(O)CCCC4)cc3)[C@@H]2C1	.	0.9	.	-3.6	-7.2	4.4	-28.0[16.7 µM]	2.4
O=C(C[C@@H]1CC[C@H]2[C@@H](COC[C@H](O)CN2Cc2ccccc2)O1)N[C@@H]1CCN(Cc2ccccc2)C1	12.8	-0.7	-7.6	-8.2	15.5	4.3	-9.8[16.7 µM]	2.1
C[C@@H]1CN([C@H](C)CO)C(=O)c2cc(-c3cccc(F)c3)cnc2O[C@H]1CN(C)C(=O)Nc1ccccc1F	4.9	0.3	.	3.5	11.1	-16.7	2.8[16.7 µM]	1.3

Additional structures follow:
SMILES	LGR2 antag	Casp6 inh	FN deposit inh	Cneo AK release	PAX8 reporter	EWS-Fli inh	miR-122 sensor	PGC1a acetyl inh
S=c1[nH]nc(-c2cc(-c3ccccc3)n[nH]2)n1/N=C/c1c(Cl)cccc1Cl	-6.6	-0.6	-4.1	.	9.0	5.5	.	-12.4
COc1ccc(Nc2oc(COc3ccc(OC)cc3)nc2C#N)cc1	.	.	-1.5	-2.6	-5.4	.	10.3	.
Cc1nc(-c2cccs2)sc1C(=O)O	2.9	-0.8	2.0	2.0	-7.9	-6.5	-20.3	4.8
COC(=O)[C@]12C[C@H](CC(=O)NCc3cccs3)C(=O)N(CCC3=CCCCC3)C1=C[C@H](C(C)(C)C)O[C@@H]2C	14.5	1.7	-3.6	.	26.2	21.3	.	.
COc1cc(OC)cc(-c2noc(-c3csc([C@H]4C[C@H](O)[C@@H](CO)O4)n3)n2)c1	.	-2.5	-4.9	-1.8	-178.7	-80.6	1.1	-7.8
CN(CC(=O)Nc1ccc(Cl)c(C(F)(F)F)c1)C(=O)/C=C/c1cccs1	-1.8	0.4	-2.9	-0.5	-5.6	-0.3	-8.1	-7.0
CCS(=O)(=O)N1CC2(C1)[C@H](c1ccccc1)[C@@H](CO)N2Cc1ccc(F)cc1	-15.7	-0.2	-0.1	.	7.9	-3.1	.	-15.5
Cn1cnc(CCNC(=O)C[C@H]2CC[C@@H]3[C@H](COC[C@H](O)CN3C(=O)Nc3ccc(Cl)cc3)O2)c1	-12.7	1.1	-7.3	-4.9	-34.6	-38.9	-6.1[16.7 µM]	-5.6
CC(C)CC(NC(=O)c1ccccc1)C(=O)OCC(=O)Nc1ccc(S(N)(=O)=O)cc1 (configuration not stated)	-9.7	4.0	6.5	1.0	-0.9	-31.0	.	.
O=C(Cn1[nH]c(=O)c2ccccc2c1=O)Nc1ccc2c(c1)CCC2	.	.	-1.7	-1.7	-12.6	.	14.6	.
COc1ccc(NS(=O)(=O)c2cc(NC(=O)Cn3cnc4c3c(=O)n(C)c(=O)n4C)ccc2C)cc1	4.0	1.5	-6.6	1.4	-124.7	2.2	66.2	-7.5
C[C@H](CO)N1C[C@H](C)[C@@H](CN(C)S(C)(=O)=O)Oc2cc(-c3ccccc3F)ccc2S1(=O)=O	-0.5	3.6	-0.7	-2.8	.	7.9	17.4[16.7 µM]	-0.5
Cc1ccccc1NC(=O)Cc1nc(COC(=O)c2cccc(O)c2)cs1	-8.4	0.5	4.3	1.2	-4.1	-2.7	-5.4	2.8
CNCCC(=O)N1c2ccccc2CCc2ccc(NC(=O)OC)cc21	-3.4	-7.8	-0.1	0.6	-3.7	4.0	-8.1	-4.6
COc1ccc(NC(=O)CCN2CCN(Cc3ccccc3)CC2)c(OC)c1	16.0	1.1	-1.1	0.1	16.3	9.5	-3.8	2.7
CCC(C)(C)NC(=O)C(c1ccc(OC)cc1)N(C(=O)CCC(=O)Nc1cc(C)on1)C(C)(C)C (configuration not stated)	12.1	5.1	3.3	2.0	-0.8	10.8	-4.5	27.5
Cc1ccc2c(CN3CCCCC3)cc(=O)oc2c1	-13.4	-2.4	-3.8	-0.9	-17.1	-28.3	.	.
C=CCn1c(SCc2c(C)noc2C)nc2sc(C)c(C)c2c1=O	-0.9	.	-2.8	0.1	.	.	64.0	-31.8
CC(C)c1cccc(-c2csc(C(C)(O)c3ccncc3)n2)c1 (configuration not stated)	-2.3	-0.9	-10.6	1.3	20.2	11.7	1.7	2.0
COC(=O)c1ccc(NC(=O)C2CCCN2C(=O)Nc2cccc(C(C)=O)c2)cc1 (configuration not stated)	5.0	0.5	-22.1	4.9	5.2	8.1	4.1	.
Cc1ccc(CNC(=O)c2ccc(NC3=NC4CS(=O)(=O)CC4S3)cc2)cc1 (configuration not stated)	-21.0	-3.6	-3.1	0.5	-16.0	-3.5	.	.

Bioassay records as filed in PubChem BioAssay.
